# KCNH2 WT inh: inhibitors of human wildtype KCNH2 potassium channel. Q12809. hit rate 0.37% among 340,000. activity change, % at 1.84 µM. U2OS, BacMam KCNH2, thallium flux FluxOr; active compounds read low. AID 720551;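 active means maximum activity change below -70%; inconclusive means maximum activity change between -70% and -50%; inactive means maximum activity change above -50%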; further: on the % scale 0 is the no-effect control and ±100 the full control effect
# Target sequence (Q12809 whole entry, looked up): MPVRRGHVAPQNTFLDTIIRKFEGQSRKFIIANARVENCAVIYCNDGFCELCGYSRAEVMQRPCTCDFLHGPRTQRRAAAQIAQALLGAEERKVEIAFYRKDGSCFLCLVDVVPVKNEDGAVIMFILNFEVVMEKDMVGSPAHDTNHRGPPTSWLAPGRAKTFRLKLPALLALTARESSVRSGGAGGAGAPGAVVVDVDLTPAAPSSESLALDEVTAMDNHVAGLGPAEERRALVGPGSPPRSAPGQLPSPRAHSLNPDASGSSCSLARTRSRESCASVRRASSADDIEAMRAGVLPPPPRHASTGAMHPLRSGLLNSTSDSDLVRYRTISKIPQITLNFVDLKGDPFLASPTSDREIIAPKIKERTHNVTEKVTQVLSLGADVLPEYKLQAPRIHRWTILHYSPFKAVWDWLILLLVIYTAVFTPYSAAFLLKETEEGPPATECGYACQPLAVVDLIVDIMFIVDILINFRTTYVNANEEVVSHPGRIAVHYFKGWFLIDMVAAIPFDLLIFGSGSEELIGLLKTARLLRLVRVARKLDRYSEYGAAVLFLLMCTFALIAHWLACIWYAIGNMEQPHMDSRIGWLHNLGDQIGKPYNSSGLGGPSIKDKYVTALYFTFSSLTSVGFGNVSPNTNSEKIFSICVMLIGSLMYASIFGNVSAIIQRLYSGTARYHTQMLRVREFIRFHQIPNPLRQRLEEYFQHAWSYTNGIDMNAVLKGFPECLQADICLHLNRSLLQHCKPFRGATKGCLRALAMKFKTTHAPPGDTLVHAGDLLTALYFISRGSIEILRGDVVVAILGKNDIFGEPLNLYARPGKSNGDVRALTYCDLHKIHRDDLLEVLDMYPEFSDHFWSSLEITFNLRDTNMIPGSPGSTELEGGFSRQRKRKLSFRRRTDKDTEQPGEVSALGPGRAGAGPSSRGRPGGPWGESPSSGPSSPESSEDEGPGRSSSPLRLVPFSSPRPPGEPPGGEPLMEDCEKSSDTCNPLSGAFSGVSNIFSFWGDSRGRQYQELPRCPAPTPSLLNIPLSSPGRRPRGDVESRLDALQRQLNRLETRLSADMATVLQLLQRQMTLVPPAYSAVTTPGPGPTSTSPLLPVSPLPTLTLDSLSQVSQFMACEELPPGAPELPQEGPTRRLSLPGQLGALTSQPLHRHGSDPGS
#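 U2OS cells transduced with wild-type KCNH2 virus are loaded with FluxOr dye for 45 min, and thallium flux is measured in kinetic reads before and after stimulation buffer. Rate constants are normalized to DMSO controls.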
# Giardia kill: kills Giardia lamblia; Giardia lamblia trophozoite viability; activity change, % at 7.66 µM, hits read low; hit rate 0.15% among 340,000; AID 540267; in the data active means activity change below about -80%; inconclusive means between about -30% and that limit;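 further: parasites exposed to compound for two days anaerobically before the ATP read; on the % scale 0 is the no-effect control and ±100 the full control effect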
#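 Killing of trophozoites was scored by loss of ATP luminescence after a 48 hrs anaerobic exposure to compounds at 37 deg C, using 100 cells per well.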
# TCR act: T cell receptor activation | Potency, µM (highest dose often 9.22 µM), without a hit: at the top dose activation of IL-2 secretion, actives largely listed as activators | AID 504894 | primary human leukocytes, anti-CD3, IL-2 HTRF, 48 h | 330,000 tested, under 10 active; active means well fitted activation curve with a large enough effect; inconclusive means small, poorly fitted or top-dose-only effect, or another doubt; inactive means no such curve, though single readings can be large or run the other way; further: % of control where 0% means no effect
#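 Human primary leukocytes + a-CD3 beads + cpd, 48 hr; IL-2 in supernatant by HTRF (ex 320nm / em 665nm). No co-stimulatory signal supplied.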
# Numbers without * were called inactive; ? = inconclusive; [ ] = remark or other dose. Not all compounds are listed. The share of hits here may be higher or lower than overall.
SMILES,KCNH2 WT inh,Giardia kill,TCR act
O=c1ncn(-c2cccc([N+](=O)[O-])c2)c2ccccc12,-7,7,17%
COCC1=C(C(=O)OC(C)OC(=O)OC(C)C)N2C(=O)[C@@H](NC(=O)/C(=N\OC)c3csc(N)n3)[C@H]2SC1 (stereo not given in full),6,-5,2%
N#Cc1ccc(NC(=O)NN2CCCCCC2)cc1,5,-2,1%
CN1CCN(C2Cc3ccccc3Sc3cc(C(F)(F)F)ccc32)CC1 (stereo not given),-25,4,-14%
CCN(CC)CC(O)c1ccc2ccc3ccc(O)cc3c2c1 (stereo not given),1,20,5%
N#Cc1ccccc1OCc1cn(CC(=O)c2ccc(O)cc2)nn1,-5,10,4%
O=C(Nc1cccc(C(=O)N2CCCC2)c1)C1CC1,-23,-9,-9%
CC(C)C(=O)Nc1cccc(COc2ccc(CN(CCc3ccccc3)C(=O)OC(C)(C)C)cc2)c1,1,-6,-1%
Cc1c(NS(=O)(=O)c2cccc(C(=O)NC(C)c3ccccc3)c2)c(=O)n(-c2ccccc2)n1C (stereo not given),-4,-9,-6%
CCOc1ccc(Nc2ccc(N)c(S(=O)(=O)O)c2)cc1,-2,4,0%
CC1CCCC(O)(C(C(=O)O)c2ccccc2)C1 (stereo not given),1,0,4%
NC(=O)NN=C1CCn2cccc21,-47,4,8%
CCN(CC)c1nc(N(CC)CC)[nH]c(=O)n1,15,12,-3%
O=C(Cc1ccc(NC(=O)C2CCCN(C(=O)C3CC3)C2)cc1)Nc1cccc(C(=O)N2CCCCC2)c1 (stereo not given),9,-22,2%
COc1ccccc1NC(=O)C1=C(C)Nc2nc(-c3cccnc3)nn2C1c1ccccn1 (stereo not given),-4,-11,5%
Cc1nc(N)[nH]c(=O)c1CCCNc1ccc(CCC2(CCl)OCCO2)cc1,-5,-9,5%
O=C(NCCc1ccccc1)c1cccc(NC(=O)C2CCCC2)c1,-3,-16,8%
C#CCOCCOCCOCCNc1nc(N2CCN(C(=O)[C@H](C)n3cc(CCC(=O)O)nn3)CC2)nc(N2CCN(C(=O)[C@H](C)n3cc(CCC(=O)O)nn3)CC2)n1,-5,-11,-4%
COc1c(C=NNC(N)=O)c(OC)c(OC)c2c1CCO2,1,-1,-5%
CC1(c2nnc(-c3ccccc3)o2)CC(c2ccccc2)=NO1 (stereo not given),2,-15,-11%
CCOC(=O)C1CC(=O)c2ccccc2C1c1ccccc1 (stereo not given),1,-18,-8%
CC(C)Cn1c(N)c(C(=O)CSc2nnnn2-c2ccc(Cl)cc2)c(=O)n(C)c1=O,4,-3,16%
CCOC(=O)Cn1c(COc2ccccc2OC)[n+](C)c2ccccc21,-6,-17,-6%
CC(=O)N1CCC(N(CCCOC(C)C)C(=O)Nc2ccc(Cl)cc2)CC1,65,8,9%
CCOC(=O)c1cc(NC(=O)c2cccnc2)ccn1,4,-14,-2%

# Single records (already shown). Values in the order: KCNH2 WT inh	Giardia kill	TCR act
# `CCOC(=O)C1CC(=O)c2ccccc2C1c1ccccc1` (stereo not given) is entered as 1	-18	-8%
# `N#Cc1ccc(NC(=O)NN2CCCCCC2)cc1` is entered as 5	-2	1%

# (cont.)
SMILES,KCNH2 WT inh,Giardia kill,TCR act
Cc1nnc(Sc2nc3c(c(=O)n(C)c(=O)n3C)n2Cc2ccccc2Cl)s1,2,1,4%
CCOc1cc(/C=N/NC(=O)C(O)(c2ccccc2)c2ccccc2)ccc1OC(=O)c1ccco1,-4,?,-1%
CN(CC(=O)Nc1ccc(Cl)c(C(F)(F)F)c1)C(=O)c1ccc(S(=O)(=O)N2CCOCC2)cc1,4,4,2%
O=c1[nH]c(=S)[nH]c2nc(-c3ccccc3)cnc12,5,2,-4%
COc1ccc(C(=O)Nc2nc(-c3ccc([N+](=O)[O-])cc3)c(-c3ccccc3)s2)cc1,0,10,7%
CCc1nnc(NC(=O)c2cc(S(=O)(=O)N3CCN(CC)CC3)ccc2Cl)s1,7,13,3%
O=C(O)c1cccc(COc2cccc3ccccc23)c1,-3,5,-7%
Cc1cc(C)c(C)c(S(=O)(=O)N2CCN(C(=O)c3ccco3)CC2)c1C,3,36[activator],-2%
O=C(Oc1ccc(OC(=O)c2ccncc2)cc1)c1ccncc1,1,-3,2%
Cc1ccc(S(=O)(=O)N2CCOCC2)cc1NC(=O)COC(=O)c1ccc(Br)o1,-1,-10,7%
S=C1NCC(c2ccccc2)S1 (stereo not given),1,-2,-11%
Cc1occc1C(=O)N/N=C/c1ccc[nH]1,29,4,10%
C#CCOCCOCCOCCNc1nc(N2CCN(C(=O)Cn3cc(CC(C)O)nn3)CC2)nc(N2CCN(C(=O)[C@H](CCCCN)n3cc(CCCC)nn3)CC2)n1 (stereo not given in full),-5,?,-4%
COc1cccc(Oc2c(C)oc3c(CN4CCOCC4)c(O)ccc3c2=O)c1,1,-25,5%
COc1ccc(-c2csc(NC(=O)CN3C(=O)C4CC=CCC4C3=O)n2)cc1OC (stereo not given),-2,-10,-7%
Cc1cccc(NC(=O)c2cccc(C(=O)Nc3cccc(C)c3)n2)c1,23,2,-12%
COc1ccc(OC)c2nc3c(C(=O)NCCN(C)C)cccc3nc12,-6,-10,14%
CN(NS(=O)(=O)c1ccccc1)C(=O)c1ccccc1,-6,-8,-3%
O=C(OCC12CC3CC(CC(C3)C1)C2)c1ccc(NCc2cc(O)ccc2O)cc1,-7,-3,-1%
OCCCn1c(C2CCCN2c2nc(-c3ccc(F)cc3)cs2)nc2cc(Cl)c(Cl)cc21 (stereo not given),4,-17,0%
Cc1ccc(OCC(=O)Nc2cccc3c2CCCC3)cc1C,-4,-22,-2%
Cc1ccccc1Cc1c(C)nc2c(C(=O)N3CCN(Cc4ccc5c(c4)OCO5)CC3)cnn2c1C,-2,-9,3%
S=c1nc[nH]c2c1ncn2-c1ccc(Cl)cc1,-5,10,-6%
O=[N+]([O-])c1cccc(COc2ccccc2CN2CCOCC2)c1,1,-13,-6%
c1ccc(CCCCc2ccncc2)cc1,-4,-3,-1%

# An excerpt of these results, with bars between the fields.
molecule | KCNH2 WT inh | Giardia kill | TCR act
Cc1occc1C(=O)N/N=C/c1ccc[nH]1 | 29 | 4 | 10%
C#CCOCCOCCOCCNc1nc(N2CCN(C(=O)Cn3cc(CC(C)O)nn3)CC2)nc(N2CCN(C(=O)[C@H](CCCCN)n3cc(CCCC)nn3)CC2)n1 (stereo not given in full) | -5 | ? | -4%
COc1cccc(Oc2c(C)oc3c(CN4CCOCC4)c(O)ccc3c2=O)c1 | 1 | -25 | 5%

# Other structures follow:
SMILES,KCNH2 WT inh,Giardia kill,TCR act
COCCNC(=O)Cn1cc(C(=O)c2cccs2)c2ccccc21,2,19,3%
CC(CCc1ccccn1)C(=O)c1ccccc1 (stereo not given),-4,6,-5%
O=C1c2ccccc2S(=O)(=O)c2cc(C(=O)N3CCN(c4ccc(Cl)cn4)CC3)ccc21,10,0,-1%
CCOC(=O)c1cc(-c2ccccc2)nn1CC1CC(c2cccnc2)=NO1 (stereo not given),-10,4,2%
COc1ccc(CCNC(=O)c2cc(-c3ccccc3)c(N3CCOCC3)s2)cc1OC,-2,-6,10%
O=c1cc(S(=O)(=O)Cc2ccccc2)[nH]c(=O)[nH]1,2,13,7%
CCCN(CC(=O)Nc1ccc(F)c(F)c1F)C(=O)CN1C(=O)NC2(CCCCC2)C1=O,8,-8,-3%
c1ccc2c(c1)-c1nc3ccccc3cc1C2N1CCOCC1 (stereo not given),-7,24,-5%
O=C1CC[C@@H]2C[C@@]3(C[C@@H]4CCN1[C@H]24)Nc1cc([N+](=O)[O-])ccc1NC3=NCc1ccccc1,2,7,13%
O=C(NCc1ccccc1)NC(=O)c1ccc(Cl)cc1,6,17,-6%
CCCCCCCCCCCCN1[C@@H](CC(C)=O)c2cc(C(F)(F)F)ccc2S1(=O)=O,-11,-23,5%
Cn1nc(C(=O)Nc2ccccc2Cl)cc1C(=O)Nc1ccccc1Cl,-24,18,0%
Cc1cc(C)cc(NC(=S)NCCN2CCOCC2)c1,-12,9,-1%
CN(C(=O)c1cccc(NC(=O)Cc2ccc(NC(=O)C3CCCN(C(=O)CCc4ccccc4)C3)cc2)c1)C1CC1 (stereo not given),0,?,-1%
O=C(NNC(=O)c1ccccc1O)c1ccccc1O,-4,-17,-3%
O=C1c2ccccc2C(=O)N1c1nccs1,-3,?,2%
Fc1cccc(F)c1-c1nc2c(s1)CCc1onc(-c3ccc(Br)cc3)c1-2,-5,-21,-12%
S=C(NCCSCc1ccc(Cl)c(Cl)c1)Nc1ccccc1,-8,4,0%
Cc1cc(C)cc(-n2ncc3c2CCCC3NC(=O)CCCn2cncn2)c1 (stereo not given),33,-2,-24%
CNC(=S)N/N=C/c1ccc(C(C)C)cc1,3,-10,-15%
Cn1cc(C(=O)C(=O)NC2CC2)c2ccccc21,7,3,3%
Cc1cnc(Sc2ncccc2[N+](=O)[O-])nc1,-1,-4,2%
COc1ccc(S(=O)(=O)N2CCCCCC2)cc1C(=O)N1CCN(c2ccc(F)cc2)CC1,-4,0,-1%
O=S(Cc1ccccc1)c1ccccc1 (stereo not given),-7,-3,-1%
O=C(NCCNCc1ccccc1)c1ccco1,1,-9,-2%

# (cont.)
SMILES,KCNH2 WT inh,Giardia kill,TCR act
CC(=O)c1sc(N/N=C\c2c(O)ccc3ccccc23)nc1C,3,-17,-2%
COC(=O)c1ccc([C@H](NC(=O)c2ccco2)[C@]2(C)C[C@H]2C2CCCCC2)cc1,-7,-8,-3%
Cc1ccc(S(=O)(=O)N2CCN(C(=O)COC(=O)/C=C/c3cccc(Cl)c3)CC2)c(C)c1,1,4,-1%
CCCCn1cnc2c(SCc3ccccc3F)nc(N)nc21,-10,-1,10%
CCN(CC)CCC(O)(c1ccc2c(c1)OCO2)c1cc(OC)c(OC)c(OC)c1 (stereo not given),8,-10,0%
COc1ccc2oc(C)c(C(=O)c3ccccc3)c2c1,-1,-7,6%
Cc1ccc(C(C)C)c(OCC(=O)NNC(=O)Nc2ccccc2)c1,-6,-11,-3%
O=C(c1cc2ccccc2oc1=O)N1CCCN(C(=O)c2cc3ccccc3oc2=O)CC1,5,14,4%
O=C(CNC(=O)c1cc(-c2ccccc2)nn1-c1ccccc1)Nc1ccccc1Br,-2,-8,2%
CCOc1cc(C=NNC(=O)CCCC(=O)NN=Cc2ccc(O)c(OCC)c2)ccc1O,-2,0,0%
O=C(CN1CCCC1c1cccs1)Nc1cc(S(=O)(=O)N2CCCCC2)ccc1Cl (stereo not given),2,-3,-4%
COc1ccc(C=NNc2nc3ccccc3s2)cc1,-3,?,-2%
O=C(O)C1(Nc2ccccc2Cl)CCCC1,-8,-8,-12%
COC(=O)CCN1CCC2CC1c1cc(-c3cccc(C)c3)ccc12 (stereo not given),0,3,-10%
Cc1nc(=O)c(-c2ccccc2)c(C)n1-c1ccccc1Cl,-6,-27,-4%
CN(Cc1ccccc1)C(=O)c1cccc(NC(=O)Cc2ccc(NC(=O)C3CCN(C(=O)C4CCCCC4)CC3)cc2)c1,-4,-6,3%
O=C(NC1CC1)c1cccc(NC(=O)C2CC2)c1,8,-2,3%
O=C(CCCc1ccccn1)c1ccccc1,-15,-8,-42%
NC(=O)c1ncn([C@@H]2O[C@H](CNCc3ccc(-c4cc(C(F)(F)F)ccc4Cl)o3)[C@@H](O)[C@H]2O)n1,-4,-1,0%
COc1ccccc1C(=O)N/N=C(\C)c1cccnc1,-4,-10,-1%
Cc1oc(-c2cccs2)nc1CNC[C@H]1O[C@@H](n2cnc(C(N)=O)n2)[C@H](O)[C@@H]1O,-5,24,0%
O=C1CSC(=S)N1N=Cc1ccccc1O,-18,4,-2%
CS(=O)(=O)N1CCC2CC1c1cc(-c3ccccc3)ccc12 (stereo not given),-1,?,0%
COC1OC2COC(c3ccccc3)OC2C(=O)C1NC(=O)c1ccccc1 (stereo not given),-3,24,-4%
COc1ccccc1NC(=S)NN=C(C)c1ccccn1,2,-14,0%

# Retrieved one by one from the entries so far, 6 records:
SMILES,KCNH2 WT inh,Giardia kill,TCR act
CCN(CC)CCC(O)(c1ccc2c(c1)OCO2)c1cc(OC)c(OC)c(OC)c1 (stereo not given),8,-10,0%
COC(=O)c1ccc([C@H](NC(=O)c2ccco2)[C@]2(C)C[C@H]2C2CCCCC2)cc1,-7,-8,-3%
Cc1nc(=O)c(-c2ccccc2)c(C)n1-c1ccccc1Cl,-6,-27,-4%
O=C(CCCc1ccccn1)c1ccccc1,-15,-8,-42%
O=C(CNC(=O)c1cc(-c2ccccc2)nn1-c1ccccc1)Nc1ccccc1Br,-2,-8,2%
COc1ccccc1C(=O)N/N=C(\C)c1cccnc1,-4,-10,-1%

# (listing goes on)
SMILES,KCNH2 WT inh,Giardia kill,TCR act
COc1ccc(Br)cc1C(=O)Nc1ccccc1N1CCCC1,2,-1,-3%
CC(C(C(=O)N1CCCCC1)N1CCCCC1)N1CCCCC1 (stereo not given),1,12,-2%
O=C(OCCOc1ccccc1Cl)c1cc(S(=O)(=O)N2CCCCC2)ccc1N1CCOCC1,-6,8,59%
O=C1C(c2ccccc2)c2ccccc2N1Cc1ccccc1 (stereo not given),-1,2,-9%
O=C(O)CCCC[C@@H]1SC[C@@H]2NC(=O)N[C@@H]21,1,-16,-2%
O=c1[nH]cnc(O)c1Nc1cccc(Cl)c1,-4,-11,12%
CCCN(CC(=O)Nc1ccccc1C)C(=O)Cc1c[nH]c2ccccc12,-2,14,-4%

# Assay outcomes: PubChem BioAssay, National Center for Advancing Translational Sciences (NCATS)
